# Screens deposited in PubChem BioAssay by National Center for Advancing Translational Sciences (NCATS).
# TDP1 cell noCPT: qHTS for Inhibitors of human tyrosyl-DNA phosphodiesterase 1 (TDP1): qHTS in cells in absence of CPT. 420,000 compounds, 15% hits. AID 686978, 2013. Potency, µM (series often up to 46.2 µM), for inactives: top-dose activity change, negative = growth inhibition, most hits filed as inhibitors. DT40 Tdp1-/- hTDP1 cells, no CPT, ATP luminescence, 48 h; also: nearly all actives have a fitted effect of over 55% in size
#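 No-CPT arm: Tdp1-/-;hTDP1 DT40 cells (400/well) plus compounds, incubated ≥48 hr at 37 °C. Readout CellTiter-Glo luminescence.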
# TDP1 inh: qHTS Assay for Inhibitors of Tyrosyl-DNA Phosphodiesterase (TDP1) | Tyrosyl-DNA phosphodiesterase 1 (Homo sapiens), Q9NUW8 | recombinant TDP1, AlphaScreen DNA substrate cleavage | Potency, µM (series often up to 130 µM), without a hit: at the top dose activity change, negative = inhibition, hits mostly inhibitors | 350,000 compounds, 0.28% hits; also: nearly all actives have a fitted effect of over 40% in size
# Target sequence (Q9NUW8 whole entry, looked up): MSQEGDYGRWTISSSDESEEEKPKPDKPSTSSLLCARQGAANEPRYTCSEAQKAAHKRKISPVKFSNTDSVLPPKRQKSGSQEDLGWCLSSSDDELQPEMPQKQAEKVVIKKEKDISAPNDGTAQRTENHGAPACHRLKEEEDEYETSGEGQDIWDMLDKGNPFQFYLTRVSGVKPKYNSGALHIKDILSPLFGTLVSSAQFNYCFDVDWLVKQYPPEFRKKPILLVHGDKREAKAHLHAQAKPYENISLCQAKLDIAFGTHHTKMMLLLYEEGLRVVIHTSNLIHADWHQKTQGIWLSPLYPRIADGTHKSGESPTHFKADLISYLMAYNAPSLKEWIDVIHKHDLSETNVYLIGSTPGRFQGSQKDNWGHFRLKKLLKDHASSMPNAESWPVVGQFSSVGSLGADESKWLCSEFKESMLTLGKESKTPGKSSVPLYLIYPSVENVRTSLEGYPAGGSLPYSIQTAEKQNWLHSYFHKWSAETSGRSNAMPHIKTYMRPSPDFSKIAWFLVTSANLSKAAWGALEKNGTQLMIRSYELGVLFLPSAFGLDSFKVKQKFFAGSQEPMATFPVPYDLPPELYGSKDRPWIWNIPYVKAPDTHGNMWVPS
#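 Enzyme-compound mixtures sat 15 min at room temperature, followed by a 5 min reaction with 15 nM final substrate and 10 min with AlphaScreen beads. Recombinant human Tdp1 was used at 1 nM final.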
# KAT2A inh: qHTS Assay for Inhibitors of GCN5L2 | GCN5L2 HAT assay, ThioGlo1 CoA-SH fluorescence | Potency, µM (highest dose often 58.9 µM), without a hit: at the highest dose activity change, negative = inhibition, actives largely listed as inhibitors | 390,000 compounds, 0.21% hits | AID 504327, 2011
#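 GCN5L2 (20 nM) in 50mM HEPES pH 7.5, 0.1mM EDTA, 0.01% Tween-20 preincubated 15 min with compounds at room temperature. Reaction started with H3(1-25) 75uM, acetyl-CoA 70uM, ThioGlo1 50uM; CoA-thiol fluorescence (Ex340/Em540) read at 0 and 20 min.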
# * = called active by the depositor; ? = inconclusive; nt = not tested or not shown; [ ] = remark or other dose. Calls follow the shape of the dose curve; as a rule, active = well fitted curve in the direction sought with a large enough effect; inconclusive = small, poorly fitted or top-dose-only effect, or another doubt; inactive = no such curve, though single readings can be large; an effect the other way counts as inactive or inconclusive. % is scaled to controls: 0 for no effect and ±100 for the full control effect; potency is read from the fitted curve at half-maximal effect. A portion of the library; rates above refer to the full screens.
1) COc1ccc(CCNC(=O)COC(=O)c2cccs2)cc1
2) CCCCC(=O)Nc1c2c(nn1-c1ccc([N+](=O)[O-])cc1)CS(=O)(=O)C2
3) C1=CC2CCC1ON2c1ccccc1 (stereo unspecified)
4) CCc1ccc2ncc3c(-c4ccc(F)cc4)nn(CC(=O)NCc4ccccc4)c3c2c1
5) CC1=C(C(=O)Nc2ccccc2)C(c2ccc(O)cc2)N2C(=O)CSC2=N1 (stereo unspecified)
6) COc1ccccc1Oc1ccccc1[N+](=O)[O-]

Screen / compound no.	1	2	3	4	5	6
TDP1 cell noCPT	0%	14%	4%	-5%	-1%	-2%
TDP1 inh	-6%	nt	3%	5%	6%	3%
KAT2A inh	-12%	-4%	-1%	-1%	-5%	-13%

7) CS(=O)(=O)N1CCC(C(=O)NCc2ccc(Cl)cc2Cl)CC1
8) COC(=O)c1ccccc1NC(=O)C(C)Oc1ccccc1 (stereo unspecified)
9) Cc1ccccc1C(=O)N1CCC(N2CCN(Cc3ccc(F)cc3)C(=O)C2=O)CC1
10) CCCCC[C@H](CC(=O)NO)C(=O)N[C@H](C(=O)N1CCC[C@H]1CO)C(C)C
11) CCOc1cccc(C(=O)N(Cc2ccc(F)cc2)C2CCS(=O)(=O)C2)c1 (stereo unspecified)
12) C=CCOc1c(Br)cc(CNn2cn[nH]c2=S)cc1OC

Screen / compound no.	7	8	9	10	11	12
TDP1 cell noCPT	2%	5.8µM*	5%	nt	-3%	-12%
TDP1 inh	7%	nt	3%	9%[56.1 µM]	-5%	5%
KAT2A inh	-4%	0%	-2%	?	0%	4%

13) COCC(=O)N1CCC(Oc2ccc(C(=O)N3CCCCCC3)cc2)CC1
14) Cc1onc(-c2ccc(Cl)cc2Cl)c1-c1csc(N/N=C/c2ccccc2Cl)n1
15) O=C1NC(=Nc2ccc(Cl)cc2)/C(=C/c2ccco2)S1
16) CCS(=O)(=O)c1ccc(O)c(NC(=O)COc2ccc(Br)cc2)c1
17) O=[N+]([O-])c1ccc(N=Cc2sc3ccccc3c2O)cc1
18) Cc1ccc(-n2cccc2C(=O)NS(=O)(=O)c2ccc(C)cc2)cc1

Screen / compound no.	13	14	15	16	17	18
TDP1 cell noCPT	-5%	12µM*	?	?	-15%	29%
TDP1 inh	3%	6%	nt	-1%	3%	nt
KAT2A inh	0%	-11%	-23%	-1%	-5%	-5%

19) O=C(Nc1cccc(C(F)(F)F)c1)c1cc(CN2CCOCC2)on1
20) Cc1cccc(OCC(=O)NCCNC(=O)c2cnccn2)c1
21) Cc1cccc(C)c1-n1ncc(C(=O)Nc2ccc3c(c2)OCCO3)c1C1CCN(C(=O)OC(C)(C)C)CC1
22) Cn1c(=O)c2c(ncn2CC(=O)N2CCN(C(=O)c3ccco3)CC2)n(C)c1=O
23) CC(C)(C)c1ccc(C(=O)/C(C#N)=C/c2cccs2)cc1
24) O=C(COC(=O)Cc1ccc(Cl)cc1)Nc1ccc2[nH]c(=O)[nH]c2c1

Screen / compound no.	19	20	21	22	23	24
TDP1 cell noCPT	?	-5%	?	6%	-5%	-9%
TDP1 inh	5%	nt	6%	0%	-17%	-13%[0.505 µM]
KAT2A inh	4%	-5%	-17%	2%	-17%	-3%

25) Cc1noc(C)c1C(=O)OCC(=O)NC(c1ccccc1)c1ccccc1
26) Cc1ccc(S(=O)(=O)n2c(N)nc3ccccc32)cc1
27) COc1cccc(NC(=O)c2ccc(NC(=O)C(C)(C)C)cc2)c1
28) CCN(CC)C(=O)C1CCCN(C(=O)Nc2ccc3nsnc3c2)C1 (stereo unspecified)
29) Cc1ccc(CNC(=O)CN2C(=O)COc3ccc(S(=O)(=O)Nc4ccccc4)cc32)cc1
30) CC1=CC(=C(C#N)C#N)C=C(C)N1CCC(C)C

Screen / compound no.	25	26	27	28	29	30
TDP1 cell noCPT	-15%	-26%	?	-20%	?	10%
TDP1 inh	3%	nt	-3%	6%	8%	2%
KAT2A inh	7%	-4%	-2%	-25%	0%	-3%

31) CO/N=C/C(C(C)=O)C(=O)Nc1ccc(Cl)cc1Cl (stereo unspecified)
32) COc1ccc(-c2ncccc2OC(=O)C23CC4CC(CC(C4)C2)C3)cc1OC
33) CC(=O)Nc1ccc(S(=O)(=O)NCCC(=O)OCC(=O)c2ccccc2)cc1
34) O=C(Nc1ccnn1C1CCN(C(=O)CCc2ccc(F)cc2)CC1)C1CCOC1 (stereo unspecified)
35) CCOc1cc(S(=O)(=O)NCc2ccncc2)c(C)cc1C
36) O=C(CN1CCOc2ccccc21)NCc1cccs1

Screen / compound no.	31	32	33	34	35	36
TDP1 cell noCPT	?	?	-2%	-24%	-25%	5%
TDP1 inh	3%	5%	1%	4%	-3%	2%
KAT2A inh	0%	-7%	-7%	0%	-7%	-1%

37) Cc1ccc(S(=O)(=O)Cc2ccc(C(=O)NC3CCCCCC3)o2)cc1
38) Cc1cccc(C)c1OCc1cc(C(=O)N(Cc2c(C)nn(C)c2C)C2CC2)no1
39) O=C(O)C1CC=CCC1C(=O)Nc1cccc([N+](=O)[O-])c1 (stereo unspecified)
40) Cc1nn(C(C)(C)C)c(OC(=O)c2ccc3c(c2)OCO3)c1Sc1ccccc1
41) CC(C)CNC(=O)Nc1cc(C(=O)NCc2ccc(C(C)C)cc2)ccc1N1CCCC1
42) CC(C)C[C@H](NC(=O)OC(C)(C)C)C(=O)N/N=C/C1=Cc2ccccc2OC1C (stereo partly specified)

Screen / compound no.	37	38	39	40	41	42
TDP1 cell noCPT	?	8.2µM*	11%	-25%	?	?
TDP1 inh	1%	2%	-1%	-5%	-4%	2%
KAT2A inh	3%	1%	1%	-1%	-25%	-7%

43) CCOc1ccc(NC(=O)c2ccc(CNc3c(NC4CCCCC4)c(=O)c3=O)cc2)cc1
44) O=S(=O)(Nc1ccon1)c1cc(Cl)ccc1Cl
45) O=C(Nc1ccc2c(c1)CCC2)c1ccc(F)c(S(=O)(=O)N2CCOCC2)c1
46) CC(OC(=O)C(NC(=O)c1ccco1)C(C)C)C(=O)Nc1ncc(Cl)cc1Cl (stereo unspecified)
47) O=C(O)C1CCCCC1C(=O)Nc1cc(Cl)ccc1Cl (stereo unspecified)
48) CN(C)S(=O)(=O)c1ccc(C(=O)Nc2nnc(Cc3ccccc3)s2)cc1

Screen / compound no.	43	44	45	46	47	48
TDP1 cell noCPT	-2%	?	23µM*	-17%	-16%	-1%
TDP1 inh	4%	4%	5%	3%	1%	2%
KAT2A inh	-2%	-2%	-6%	1%	?	-1%

# Next section.
item | SMILES | TDP1 cell noCPT | TDP1 inh | KAT2A inh
49 | CC(=O)N1CCN(c2nnc(-c3ccccc3)c3ccccc23)CC1 | 3% | nt | -13%
50 | CCCC(=O)c1ccc(N2CCN(S(=O)(=O)c3ccc(C)cc3)CC2)c(F)c1 | 7.1µM* | 6% | -4%
51 | O=C(Nc1ccncc1)Nc1ccc(Cl)cc1Cl | ? | 2%[56.1 µM] | -10%
52 | CN(C)c1ccc(/C=N/NC(=O)c2ccccc2)cc1 | ? | 0% | -7%
53 | Cc1nc(NC(=O)COC(=O)CCC(=O)c2cccs2)c(Cl)cc1Cl | 8% | 5% | 0%
54 | COC(=O)Cc1c(O)ccn(CCc2ccc(OC)c(OC)c2)c1=O | -20% | 8% | -6%
55 | O=C(CN1C(=O)COc2ccc(S(=O)(=O)N3CCCCCC3)cc21)N1CCN(c2ccc(F)cc2)CC1 | 21µM* | 12% | -6%
56 | CC(C)c1ccc(NC(=S)NNC(=O)c2cccnc2)cc1 | 14% | 7% | -3%
57 | CCc1nc2ccccc2c(C(=O)OCC(=O)NCc2ccco2)c1C | ? | 2% | -2%
58 | O=C(c1ccccc1)N1c2nc(-c3ccco3)nn2C2(CCCCC2)[C@@H]2CCCC[C@@H]21 | 2% | 4% | -5%
59 | CCc1ccc2[nH]c(=O)c(CN(CCN3CCCC3)C(=O)NC3CCCCC3)cc2c1 | 23µM* | -2% | -3%
60 | CSc1nnc(C)c(=O)n1COC(=O)/C=C/c1ccccc1 | -26% | 2% | -4%
61 | COc1ccc(-c2cc(=O)oc3c4c(ccc23)OCN(Cc2cccc(OC)c2)C4)cc1 | 16µM* | -1% | -12%
62 | O=C(CCc1nnc2n(Cc3ccccc3)c(=O)c3ccccc3n12)NCCCN1CCCCC1 | 3% | 8% | -3%
63 | O=C(COC(=O)Cn1cnc2ccccc2c1=O)NCC12CC3CC(CC(C3)C1)C2 | ? | -3% | 6%
64 | COc1ccc(NC(=O)c2cc(-c3ccc(C)o3)nc3ccccc23)cc1OC | 16µM* | 8% | -22%
65 | COc1ccc(S(=O)(=O)/N=C2\C=C(NS(=O)(=O)c3ccccc3)C(=O)c3ccccc32)cc1 | ? | 11% | -9%
66 | CC(=O)NC(=S)Nc1ccc(S(=O)(=O)Nc2ncccn2)cc1 | -1% | 4% | -15%
67 | Cc1c(Cl)cccc1N=c1c([N+](=O)[O-])nn(-c2ccccc2)n1O | 0% | 4% | -1%
68 | Cc1cc(OCC(=O)N2CCC(O)CC2)c2c(C)cc(=O)oc2c1 | 12% | 3% | ?
69 | COc1ccccc1OC(=O)c1ccc(S(=O)(=O)N(C)C)cc1 | -2% | -1% | -7%[0.501 µM]
70 | COc1ccccc1NS(=O)(=O)c1ccc2oc(SC)nc2c1 | ? | nt | -4%
71 | O=C(c1ccc(F)cc1F)N1CCN(c2ccccn2)CC1 | -14% | 9% | -2%
72 | COc1ccccc1N(CC(=O)NCc1ccccc1)S(C)(=O)=O | -1% | 9% | 0%
73 | CC1CCCN(C(=O)CSCC(=O)N=c2sc3ccccc3n2C)C1 (stereo unspecified) | ? | -2% | -6%
74 | CSCC[C@H](N)C(=O)N1CCC(C(=O)N[C@@H](C)C(=O)NCc2ccc(F)cc2)CC1 | -2% | nt | -1%
75 | COc1ccccc1N(C(=O)c1ccco1)C(C(=O)NC1CCCC1)c1cccnc1 (stereo unspecified) | ? | 7% | -7%
76 | CC(=O)N(C1=C(O)c2ccccc2C(=O)C1=O)C1CCCCC1 | -20% | -3% | 1%
77 | CCN(CC)C(=O)C1=C(C)Nc2ncnn2C1c1cccnc1 (stereo unspecified) | -5% | 1% | 0%
78 | CCOc1ccc(OCC)c(NC(=O)Cn2cccc2)c1 | -27% | 6% | -29%
79 | COc1ccc(-c2c(=O)n(OC)c3ccccc3[n+]2[O-])cc1OC | 15µM* | nt | -7%
80 | Cc1ccc(S(=O)(=O)N2CCN(C(=O)Cc3sc(C)nc3-c3ccc(F)cc3)CC2)c(C)c1 | 18µM* | nt | -5%
81 | Cc1ccc2sc(N(CCCN(C)C)C(=O)c3ccc(S(=O)(=O)N4CCc5ccccc5C4)cc3)nc2c1C | 4.1µM* | 0% | -5%
82 | Cc1ccc(S(=O)(=O)N2CCN(C(=O)c3ccccc3Cc3ccccc3)CC2)c(C)c1 | ? | 2%[56.1 µM] | -22%
83 | CCc1ccc(NC(=O)CC2C(=O)N(c3cccc(OC)c3)C(=O)N2Cc2ccco2)cc1 (stereo unspecified) | ? | 6% | 4%
84 | O=C(CSc1nnc(CNC(=O)c2cccs2)o1)NCc1ccc(F)cc1 | -7% | 0% | -4%
85 | Cc1ccc2sc(N3CCN(C(=O)C4=COCCO4)CC3)nc2c1C | ? | 0% | 2%
86 | COc1ccc(C(=O)O)cc1S(=O)(=O)N1CCCc2ccccc21 | -3% | nt | 2%
87 | CCOC(=O)C1=C(C)C(c2ccccc2OC)NC(=S)N1 (stereo unspecified) | -30% | 6% | -6%
88 | O=C(CC(c1ccccc1)c1cc(Br)ccc1O)N1CCCCC1 (stereo unspecified) | ? | nt | -8%
89 | COc1ccc(N(CC(=O)N/N=C/c2ccc(-c3ccc([N+](=O)[O-])cc3)o2)S(=O)(=O)c2ccc(C)cc2)cc1Cl | -18% | 2% | -3%
90 | CCOC(=O)c1ccccc1NC(=O)c1cccs1 | -9% | 5% | -2%
91 | CCOc1ncccc1C(=O)OCc1c(F)cccc1Cl | 2% | 0% | -8%
92 | Cc1ccc(NC(=O)C(CC(C)C)NC(N)=O)cc1 (stereo unspecified) | 1% | 1% | 2%
93 | CC(=O)c1ccc(NC(=O)CSc2nnc(N)s2)cc1 | -9% | 7% | -6%
94 | Cc1ccc(Sc2ccc(CN3CCCCC3)cc2[N+](=O)[O-])cc1 | ? | nt | -2%
95 | CCOC(=O)c1cccc(NC(=O)NCCc2c(C)nn(C)c2C)c1 | ? | -9% | 13%
